Screens (PubChem)
Ecoli viability = bacterial growth inhibition, counter-screen for AddAB inhibitors. actives 0.27% (n = 330,000). AID 449728. E. coli V3065 growth, OD600 absorbance, 18 h. inhibition, % at 11.9 µM;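 active means inhibition above the campaign's mean inhibition across all tested compounds plus 3 SD, cut at about 9.9% in these data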;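 further: uninfected addAB+ strain grown without phage in ampicillin broth; 0% = DMSO wells and 100% = ciprofloxacin 0.95 µg/ml wells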
Tat export inh = blocks Tat-dependent protein export in E. coli | E. coli MC4100 TorA-mCherry Tat export, fluorescence | inhibition, % at 10 µM | actives 0.036% (n = 340,000);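 active means mean replicate inhibition at least 50% and at least half of replicates individually reaching 50%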;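 further: exported cargo escapes ClpAP degradation while cytoplasmic cargo is degraded and loses fluorescence; 0% = median of neutral control wells and 100% = median of NaSCN control wells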
SR-BI uptake up = enhances SR-BI lipid uptake from DiI-HDL | CHO ldlA[mSR-BI] cells, DiI-HDL uptake fluorescence, 3 h; 100 = double the neutral-control signal | activation, % at 12.5 µM | actives 0.096% (n = 320,000);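 active means mean replicate activation of at least 60% and every replicate at or above 60%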;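 further: 0% = median plate neutral-control signal and 100% = twice that signal; values of inactives mirror those of a sister screen read the other way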
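Test system: SR-BI-overexpressing, LDLR-lacking CHO cells; Medium: Ham's F12 with 0.5% BSA, HEPES 25 mM, pH 7.4; Schedule: 3 h, 37 °C; Technique: bottom-read fluorescence, 550/595 nm.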
CAL PDZ FP-1 = blocks peptide binding to human CAL PDZ domain | AID 504414 | actives 0.02% (n = 330,000) | inhibition, % at 20 µM | Q9HD26 | purified CAL PDZ, TMR-peptide fluorescence polarization, 1 h;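 active means highest replicate inhibition of at least 40%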;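 further: plate controls were DMSO neutral control wells for no effect and unlabeled competitor peptide control wells for full effect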
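Material: tagged CAL PDZ protein CerCALP, purified; buffer or medium: sodium phosphate/NaCl buffer pH 7.4 with TCEP, IgG, Thesit; also added: fluorescent TMR peptide probe; schedule: 1 h incubation at room temperature before polarization reading; technique: fluorescence polarization from S- and P-plane intensities, G-factor corrected; control set: unlabelled peptide and DMSO controls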
CAL PDZ FP-2 = CAL PDZ (human) peptide binding inhibition; Q9HD26; purified CAL PDZ, TMR-peptide fluorescence polarization, 1 h; inhibition, % at 24.9 µM; actives 0.92% (n = 300,000); AID 602252;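 active means mean inhibition of at least 30% with at least half of replicates also reaching 30%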;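 further: 0% = DMSO neutral control and 100% = excess unlabeled competitor peptide PRC23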
MITF act = MITF TRPM1 promoter activation in melanoma cells; AID 588334; SK-MEL-5 TRPM1-promoter luciferase, 24 h; % of positive control, neutral wells = 0; actives 0.75% (n = 300,000); activation, % at 12.5 µM;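 active means mean activation of at least 80% with every replicate also reaching 80%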;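 further: 0% = neutral control wells and 100% = parthenolide positive control wells; values of inactives mirror those of a sister screen read the other way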
AddAB inh = less growth of phage-infected E. coli with AddAB. E. coli expressing H. pylori AddAB, absorbance growth. inhibition, % at 11.9 µM. actives 0.29% (n = 330,000). AID 435030; in the data active means inhibition above about 12%;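 further: 0% = vehicle wells of infected cells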
SR-BI DiI inh = inhibitors of mouse SR-BI mediated HDL lipid uptake | ldlA[mSR-BI] CHO cells, DiI-HDL uptake fluorescence, 3 h | inhibition, % at 12.5 µM | actives 0.96% (n = 320,000) | AID 488896;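 active means mean replicate inhibition of at least 70% and a set share of replicates each scoring 70 or more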;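 further: 0% = median of neutral control wells and 100% = median of positive control wells; values of inactives mirror those of a sister screen read the other way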
Target sequence (Q61009 whole entry, looked up): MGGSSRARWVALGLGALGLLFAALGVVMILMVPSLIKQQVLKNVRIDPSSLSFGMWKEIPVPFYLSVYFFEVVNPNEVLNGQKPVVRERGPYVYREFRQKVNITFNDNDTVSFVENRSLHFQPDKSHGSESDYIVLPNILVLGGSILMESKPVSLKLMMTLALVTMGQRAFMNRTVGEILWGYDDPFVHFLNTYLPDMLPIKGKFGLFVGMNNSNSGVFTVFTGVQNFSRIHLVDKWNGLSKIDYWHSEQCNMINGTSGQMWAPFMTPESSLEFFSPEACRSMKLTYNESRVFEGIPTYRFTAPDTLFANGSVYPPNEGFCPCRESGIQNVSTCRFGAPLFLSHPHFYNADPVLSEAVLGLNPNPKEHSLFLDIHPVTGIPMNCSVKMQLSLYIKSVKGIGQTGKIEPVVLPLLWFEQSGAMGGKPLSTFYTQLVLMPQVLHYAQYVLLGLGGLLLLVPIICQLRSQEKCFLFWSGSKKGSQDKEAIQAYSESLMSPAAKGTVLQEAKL
phage Ecoli inh = E. coli growth loss with phage present | growth absorbance | inhibition, % at 11.9 µM | actives 0.26% (n = 360,000); in the data active means inhibition above about 11%
Wnt act = activates Wnt/beta-catenin signaling in a reporter cell assay. actives 1.2% (n = 300,000). activator, plate reader. activation, % at 9.35 µM. AID 743398; in the data active means activation above about 30%, passing the limit was not always enough;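 further: 0% = neutral control wells and 100% = positive control wells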
An asterisk follows results filed as active; x = not tested or not shown; & = joins results of further samples; ! = a repeat was not active.

Structure	Ecoli viability	Tat export inh	SR-BI uptake up	CAL PDZ FP-1	CAL PDZ FP-2	MITF act	AddAB inh	SR-BI DiI inh	phage Ecoli inh	Wnt act
CCOP1(=S)Oc2cc3c(cc2C(C(=O)OC)(C(F)(F)F)O1)OCO3 (centres undefined)	-1.4	-8	13	-0.6	-2	-7	1.6	-13	-0.5	-9
O=C(COc1ccc(Cl)cc1)N1CCN(C2CCCC2)CC1	-0.3	0	7	-3.7	x	-9	1.8	-7	1.8	-1
C(=NN1CCCCCC1)c1c[nH]c2ccccc12	x	0	-7	-0.7	0	-2	x	7	0.4	-2
COC(=O)C1=C(c2c(C)noc2C)C[C@@H]2CC[C@H]1N2C(=O)N1CCC(O)CC1	0.7	-7	11	0.3	-1	8	1.4	-11	0.8	2
CC(=O)NCCc1c[nH]c2ccccc12	-0.3	0	15	0.2	2	-13	1.7	-16	1.4	2
O=c1[nH]c(=O)n(Cc2ccccc2)c(O)c1C=NCCCn1ccnc1	1.9	4	13	-0.3	-3	-9	0.9	-13	2.6	-2
C[C@]12CC[C@H]3[C@@H](CCC4=CC(=O)CC[C@@]43O)[C@@H]1CCC2=O	-3.9	-2	x	-2.5	3	-2	-4.2	x	0.6	2
CCOC(=O)c1c(/N=C/c2c(O)n(-c3ccccc3F)c(=S)[nH]c2=O)sc2c1CCCC2	0.2	-14	11	-1.8	2	-3	1.5	-11	4.1	x
COC(=O)C1=C(c2cccc(C#N)c2)C[C@@H]2CC[C@H]1N2C(=O)N1CCCC1	-1.2	2	4	-0.4	-1	-7	3.0	-4	0.6	1
O=C(Nc1ccccc1)c1c(O)[nH]c(=O)[nH]c1=O	-1.1	0	19	-2.3	5	4	3.7	-19	0.6	-1
CN(C)CCN=Cc1c(O)n(-c2cccc3ccccc23)c(=O)[nH]c1=O	-1.6	0	23	-1.3	-1	3	2.0	-23	-0.7	0
C=Cn1ccnc1P(=S)(c1nccn1C=C)C1CCCCC1	-2.5	0	3	-0.2	-3	2	1.2	-3	0.4	-3

Part of the list above, as labelled records.
O=c1[nH]c(=O)n(Cc2ccccc2)c(O)c1C=NCCCn1ccnc1
- Ecoli viability: 1.9
- Tat export inh: 4
- SR-BI uptake up: 13
- CAL PDZ FP-1: -0.3
- CAL PDZ FP-2: -3
- MITF act: -9
- AddAB inh: 0.9
- SR-BI DiI inh: -13
- phage Ecoli inh: 2.6
- Wnt act: -2
C[C@]12CC[C@H]3[C@@H](CCC4=CC(=O)CC[C@@]43O)[C@@H]1CCC2=O
- Ecoli viability: -3.9
- Tat export inh: -2
- SR-BI uptake up: x
- CAL PDZ FP-1: -2.5
- CAL PDZ FP-2: 3
- MITF act: -2
- AddAB inh: -4.2
- SR-BI DiI inh: x
- phage Ecoli inh: 0.6
- Wnt act: 2
CCOC(=O)c1c(/N=C/c2c(O)n(-c3ccccc3F)c(=S)[nH]c2=O)sc2c1CCCC2
- Ecoli viability: 0.2
- Tat export inh: -14
- SR-BI uptake up: 11
- CAL PDZ FP-1: -1.8
- CAL PDZ FP-2: 2
- MITF act: -3
- AddAB inh: 1.5
- SR-BI DiI inh: -11
- phage Ecoli inh: 4.1
- Wnt act: x
COC(=O)C1=C(c2cccc(C#N)c2)C[C@@H]2CC[C@H]1N2C(=O)N1CCCC1
- Ecoli viability: -1.2
- Tat export inh: 2
- SR-BI uptake up: 4
- CAL PDZ FP-1: -0.4
- CAL PDZ FP-2: -1
- MITF act: -7
- AddAB inh: 3.0
- SR-BI DiI inh: -4
- phage Ecoli inh: 0.6
- Wnt act: 1

Shown with each value named: entries from further up
C(=NN1CCCCCC1)c1c[nH]c2ccccc12
- Ecoli viability = x
- Tat export inh = 0
- SR-BI uptake up = -7
- CAL PDZ FP-1 = -0.7
- CAL PDZ FP-2 = 0
- MITF act = -2
- AddAB inh = x
- SR-BI DiI inh = 7
- phage Ecoli inh = 0.4
- Wnt act = -2
COC(=O)C1=C(c2c(C)noc2C)C[C@@H]2CC[C@H]1N2C(=O)N1CCC(O)CC1
- Ecoli viability = 0.7
- Tat export inh = -7
- SR-BI uptake up = 11
- CAL PDZ FP-1 = 0.3
- CAL PDZ FP-2 = -1
- MITF act = 8
- AddAB inh = 1.4
- SR-BI DiI inh = -11
- phage Ecoli inh = 0.8
- Wnt act = 2

(further entries)
Structure	Ecoli viability	Tat export inh	SR-BI uptake up	CAL PDZ FP-1	CAL PDZ FP-2	MITF act	AddAB inh	SR-BI DiI inh	phage Ecoli inh	Wnt act
CCCCc1ncc(CN2CCCC(C(=O)c3ccc(SC)cc3)C2)[nH]1 (centres undefined)	-1.8	-8	21	-0.6	-3	1	0.9	-21	4.4	0
COc1ccc(NC(=O)CN2CC=C(c3ccccc3)CC2)cc1S(=O)(=O)N1CCOCC1	-2.5	5	-32	-1.8	-2	8	2.0	32	1.1	0
C[C@]12C[C@@H](O)[C@H](O)CC1=CCC1C2CC[C@]2(C)C(=O)CCC12 (some centres undefined)	-0.6	8	10	-1.9	-5	9	-4.7	-10	0.3	-3
Cc1cc(OC(=O)N(C)C)nc2c1c(C)nn2C	0.2	-1	3	1.0	-7	x	-0.5	-3	3.9	-1
Cc1cc(OC(C)C(=O)N[C@H](C(=O)O)c2ccccc2)c2c3c(c(=O)oc2c1)CCC3 (some centres undefined)	0.8	17	-28	0.0	-8	-2	3.2	28	0.4	-1
COC(=O)C1=C(c2cc3ccccc3s2)C[C@@H]2CC[C@H]1N2C(=O)N1CCOCC1	0.3	5	-22	-1.9	-5	-22	3.7	22	0.6	-11
CCCC(=O)c1c(O)[nH]c(=O)[nH]c1=O	1.4	-7	21	0.3	x	-5	4.0	-21	3.1	-4
Cc1ccc(Cn2cc(C=O)c(-c3ccc(F)cc3)n2)cc1	-0.7	11	4	-1.9	-3	14	0.9	-4	1.7	3
C[C@]12CC[C@H]3[C@@H](CCC4=CC(=O)CC[C@@]43C)[C@@H]1CC[C@@H]2O	-0.6	-6&0	-2&-9	-0.7&-0.3	0&0	-25&-19	1.9	2&9	1.3&1.9	33*!
C/C(=N\NC(N)=O)c1c(O)n(C)c(=O)n(C)c1=O	-1.3	5	19	-1.3	-1	6	1.7	-19	4.1	-1
CCOC(=O)Cc1csc(NC(=O)c2c(O)c3ccccc3n(CCC(C)C)c2=O)n1	-2.5	-4	-67	-2.3	-4	-27	-0.7	67	3.6	-2
CN(C)C(=S)SSC(=S)N(C)C	-0.8	12	21	0.1	-2	-55	-0.5	-21	5.5	-2
CC(C)CC(NC(=O)CCCNC(=O)CCC(=O)OC1O[C@H]2OC3(C)CC[C@H]4[C@H](C)CCC(C1C)C24OO3)C(=O)O (some centres undefined)	3.2	-7	4	-2.3	0	-43	4.7	-4	6.7	-10
O=C1CSC2N1CCNC21CCCCC1 (centres undefined)	2.9	-3	19	0.2	2	-7	1.4	-9	0.7	2

Only part of the results is shown; rates above refer to the full screens.
